High-throughput results (PubChem BioAssay)
aSyn rescue: alpha-synuclein toxicity inhibition in yeast; Potency, µM (doses to about 46.1 µM), inactives show top-dose growth rescue (activation), actives largely listed as activators; AID 652106; 0.14% of 370,000 active; Yeast expressing alpha-synuclein, growth rescue, BacTiter-Glo, 24 h; also: potency is read from the fitted curve at half-maximal effect; % of control where 0% means no effect; nearly all actives have a fitted effect of over 65% in size
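Readout is rescue of growth in alpha-synuclein-expressing yeast, so inhibitors of toxicity appear as activators. Growth after 24 hr at 30 deg C in galactose medium is quantified by luminescence.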
D3 antag: blocks the human D3 dopamine receptor; 2.5% of 360,000 active; max response, negative = inhibition, %; D3R cells, DiscoveRx beta-arrestin luminescence, antagonist mode; hits give low values; AID 652054; P35462; in the data active = max response below about -50%; inconclusive = no clear call, values can overlap the other calls; also: % is scaled to controls: 0 for no effect and ±100 for the full control effect; mostly tested at two doses, the higher about 12 µM
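Cells expressing the human receptor were seeded at 1500 cells/well, incubated overnight at 37 degrees C in 5% CO2, then exposed to library compounds with dopamine controls for 90 minutes at 37 degrees C before luminescent detection.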
DRD3 agonist: agonists of human D3 dopamine receptor | 0.58% of 410,000 active | D3R DiscoveRx beta-arrestin cells, luminescence, 90 min | P35462 | max activation, %; in the data active = max activation above about 30%; also: 0% is about no effect; mostly tested at two doses, the higher about 12 µM
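Agonist-mode cell screen: cells plated at 1500/well and incubated overnight at 37 °C, then exposed to library compounds for 90 min at 37 °C. Detection reagent was added for 30–60 min at room temperature, and luminescence was read.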
FUS yeast rescue: FUS proteinopathy suppression in yeast; S. cerevisiae FUS-expressing, growth rescue, OD600, 24 h; 0.24% of 390,000 active; AID 1347120; Potency, µM (doses to about 76.6 µM), for the others: at the top dose growth rescue (activation), hits mostly activators;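 also: potency is read from the fitted curve at half-maximal effect; plate controls were DMSO vehicle for no effect and reference control for full effect; nearly all actives have a fitted effect of over 55% in size; some results filed as inactive show a strong effect at the top dose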
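Restored growth of FUS-toxic S. cerevisiae, read as 600 nm absorbance after 24 h at 30C in galactose medium (starting OD 0.005). Controls CP55940 and DMSO.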
EPAC2 ag: agonists of human EPAC2 (RAPGEF4); Potency, µM (titrated, usually from 154 µM), for the others: at the highest dose activation, usual class: activators; 0.079% of 360,000 active; EPAC2 activation, biochemical qHTS; response scale: 100% = 6.5 mM cAMP response; Q8WZA2; also: potency is read from the fitted curve at half-maximal effect; nearly all actives have a fitted effect of over 50% in size
Target sequence (Q8WZA2 whole entry, looked up): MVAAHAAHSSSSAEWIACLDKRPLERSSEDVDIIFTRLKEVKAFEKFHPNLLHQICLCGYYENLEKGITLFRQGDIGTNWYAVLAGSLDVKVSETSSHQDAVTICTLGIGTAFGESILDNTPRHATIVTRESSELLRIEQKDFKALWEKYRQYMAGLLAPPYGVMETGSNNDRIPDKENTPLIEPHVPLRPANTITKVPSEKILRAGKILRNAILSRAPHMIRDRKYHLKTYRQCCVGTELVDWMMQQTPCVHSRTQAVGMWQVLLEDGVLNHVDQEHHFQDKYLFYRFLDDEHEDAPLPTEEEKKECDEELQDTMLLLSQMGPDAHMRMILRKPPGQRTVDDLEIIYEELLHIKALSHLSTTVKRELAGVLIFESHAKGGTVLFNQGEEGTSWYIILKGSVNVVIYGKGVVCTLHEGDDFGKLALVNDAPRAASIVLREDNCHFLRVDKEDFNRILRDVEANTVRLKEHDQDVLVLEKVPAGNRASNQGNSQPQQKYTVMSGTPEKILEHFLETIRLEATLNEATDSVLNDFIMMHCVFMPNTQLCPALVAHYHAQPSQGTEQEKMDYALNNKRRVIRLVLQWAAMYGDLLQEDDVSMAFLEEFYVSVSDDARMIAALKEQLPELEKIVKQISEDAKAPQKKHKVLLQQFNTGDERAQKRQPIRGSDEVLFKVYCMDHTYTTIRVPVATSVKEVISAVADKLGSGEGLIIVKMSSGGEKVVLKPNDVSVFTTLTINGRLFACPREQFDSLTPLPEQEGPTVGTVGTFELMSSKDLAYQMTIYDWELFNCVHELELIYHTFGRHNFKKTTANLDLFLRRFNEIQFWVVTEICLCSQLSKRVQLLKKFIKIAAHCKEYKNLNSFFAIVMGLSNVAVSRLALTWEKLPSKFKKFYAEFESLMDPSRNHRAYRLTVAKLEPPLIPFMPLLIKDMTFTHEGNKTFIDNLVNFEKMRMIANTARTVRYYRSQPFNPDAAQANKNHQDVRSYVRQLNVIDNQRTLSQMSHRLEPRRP
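Fluorescence exchange assay: 100 nM EPAC2 with 250 nM RAP1B-BODIPY-GDP and 50 uM GDP; compounds tested as a concentration-titration series (qHTS). Loss of Rap1-bound BODIPY-GDP fluorescence read at 480/540 nm; data normalized to 6.5 mM cAMP.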
EPAC2 antagonist: antagonists of human EPAC2 | Q8WZA2 | EPAC2 GEF exchange of Rap1B-BODIPY-GDP, fluorescence | Potency, µM (doses to about 114 µM), for inactives: at the highest dose activity, negative = inhibition, hits mostly inhibitors | 0.18% of 360,000 active; also: potency is read from the fitted curve at half-maximal effect; % is scaled to controls: 0 for no effect and ±100 for the full control effect; nearly all actives have a fitted effect of over 45% in size; many of its hits are not listed in these tables
TDP43 rescue: inhibitors of TDP-43 toxicity in yeast. TDP-43 expressing yeast growth rescue, BacTiter-Glo, 24 h. Potency, µM (doses to about 46.1 µM), without a hit: top-dose growth rescue (activation), hits mostly activators. 1.8% of 410,000 active. AID 652104; also: potency is read from the fitted curve at half-maximal effect; % of control where 0% means no effect; nearly all actives have a fitted effect of over 50% in size
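In this qHTS, compounds that restore growth of yeast expressing TDP-43 appear as activators. Cells (OD600=0.02, galactose medium, raffinose-pregrown) are incubated with compound 24 hr at 30 deg C and growth is quantified by BacTiter-Glo.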
Abeta rescue: A-beta toxicity reversal in yeast; yeast expressing A-beta42, growth rescue, OD600, 48 h; response scale: 0% DMSO, 100% iron-clioquinol control; Potency, µM (highest dose often 46.1 µM), inactives show at the top dose growth rescue, most hits filed as activators; 0.063% of 410,000 active; also: potency is read from the fitted curve at half-maximal effect; nearly all actives have a fitted effect of over 55% in size
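Yeast A-beta toxicity model in growth medium with pinned compounds, 48 h at 30 C; growth read as absorbance at 600 nm. Normalized to FeCl3/clioquinol equimolar mix (positive) and DMSO (negative).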
Numbers without * were called inactive; ? = inconclusive; . = no result given; [ ] = another dose, or the depositor's remark. Unless noted, calls follow the shape of the dose curve; as a rule, active = well fitted curve in the direction sought with a large enough effect; inconclusive = small, poorly fitted or top-dose-only effect, or another doubt; inactive = no such curve, though single readings can be large; an effect the other way counts as inactive or inconclusive.

SMILES	aSyn rescue	D3 antag	DRD3 agonist	FUS yeast rescue	EPAC2 ag	EPAC2 antagonist	TDP43 rescue	Abeta rescue
O=S1(=O)CC(N2CCC(Cc3ccccc3)CC2)CN1Cc1ccccc1 (stereo unspecified)	4.6%	-2.1	0.8	-11.8%	14.3%	10.3%	9.4%	-3.8%
Cc1ccc2oc(=O)c3cc(C(=O)NCCCN4CCCC(C)C4)sc3c2c1 (stereo unspecified)	-20.2%	-14.3	-11.1	12.0%	-10.6%	-5.1%	-15.3%	-19.8%
CCOC(=O)c1ccc(NC(=O)CCc2nnc3ccc(N4CCCC4)nn23)cc1	-3.6%	3.2	-6.4	25.1%	-2.8%	-3.0%	-0.4%	-11.1%
CON/C=C(\C=Nc1ccc(C(F)(F)F)cc1)c1ncc(C(F)(F)F)cc1Cl	8.8%	5.8	1.5	5.2%	-10.6%	-9.4%	-3.3%	0.8%
CC(C)(C)NC(=O)C(OC(=O)c1cccs1)c1ccc(C#N)cc1 (stereo unspecified)	-0.6%	2.1	2.5	1.4%	-2.3%	4.8%	-7.0%	11.4%
CC1=C(C(=O)OCc2ccccc2)C(c2ccsc2)C(C#N)=C(N)O1 (stereo unspecified)	-7.6%	-12.2	1.3	-2.1%	15.0%	-1.7%	-5.1%	1.2%
Cc1cc2ccccc2n1CCNC(=O)C1CCCCC1	0.5%	-10.6	-3.8	8.5%	2.8%	-1.8%	?	2.4%
CCOC(=O)c1cc(-c2csc(COc3ccc(Cl)cc3)n2)on1	1.3%	6.2	-3.9	-28.2%	5.0%	-9.9%	-14.0%	-0.9%
COc1ccc(CNC(=O)CN2C(=O)CSc3ccc(S(=O)(=O)N(C)C)cc32)cc1	.	.	-4.0	25.4%	.	.	10.1%	-12.0%
COc1ccc(NC(=O)C2CCN(S(C)(=O)=O)CC2)cc1	0.7%	15.1	0.9	-25.7%	8.4%	5.8%	-9.5%	14.9%
Nc1nnc(Sc2ncccc2[N+](=O)[O-])s1	-5.8%	-13.4	0.8	-5.9%	9.3%	0.5%	10.8%	25.2%
CCOC(=O)C1CCC(CN(Cc2c(Cl)cccc2Cl)S(=O)(=O)c2ccc(Cl)cc2)CC1 (stereo unspecified)	.	.	-1.2	5.1%	.	.	0.0%	11.5%
N#CC(CO)(Cc1ccc(OC(F)F)cc1)c1nc2ccccc2[nH]1 (stereo unspecified)	4.0%	7.3	1.5	.	-3.4%	-0.8%	3.0%	-8.1%
Cc1ccc(CN2CCNC(=O)C2CC(=O)N(C)CCc2cnn(C)c2)cc1 (stereo unspecified)	1.8%	10.3	15.5	.	-1.3%	7.5%	21.8%	2.0%
Cc1ccc2nc(-c3ccncc3)cc(C(=O)NCc3ccccc3F)c2c1	7.6%	34.4	19.2	15.1%	-6.9%	3.8%	21.3%	-9.4%
CC(C)=CCC/C(C)=C/C=N/NC(=O)c1ccc([N+](=O)[O-])cc1	0.1%	-22.2	-15.2	.	-7.1%	7.7%	7.5%	7.9%
CN(CC(=O)Nc1ccc(F)c(F)c1F)C(=O)C1CCCO1 (stereo unspecified)	-0.1%	-15.7	-0.1	-2.9%	-2.5%	-4.5%	6.4%	3.7%
COc1ccc(NC(=O)c2cnc(N3CCCC3)nc2)cc1OC	.	.	4.5	1.1%	.	.	?	0.3%
COC(=O)/C(=C1\Oc2ccc(C(C)(C)C)cc2S1)C(F)(F)F	0.0%	7.6	6.0	.	-3.5%	5.6%	9.7%	6.8%
O=C(NCc1ccc(F)cc1)Nc1cccc(Cl)c1	-3.0%	-1.2	-4.2	-0.2%	-0.7%	-5.5%	-10.6%	9.7%
CC(C)Oc1ccc(C(=O)Nc2ccc(N3CCN(C(=O)c4ccco4)CC3)cc2)cc1	-4.1%	-0.1	1.7	30.3%	-4.0%	4.0%	-3.6%	9.6%
Cc1cc(C)c(NC(=O)COc2ccc(-n3cnnn3)cc2)c(C)c1	-2.0%	18.7	0.9	.	2.0%	16.6%	-11.1%	8.8%
c1ccc2nc(N3CCCC3)c(N3CCCCC3)nc2c1	-9.6%	-9.9	4.4	1.8%	4.4%	3.3%	0.0%	-9.8%
CC[n+]1c(/C=C(/C)SC)sc2ccccc21	2.1%	17.9	3.6	24.3%	-1.5%	10.5%	-11.0%	-2.7%
CCc1ccc(NC(=O)C2CCN(S(=O)(=O)c3cccs3)CC2)cc1	7.0%	0.5	3.3	26.0%	2.5%	?	4.3%	-10.5%

Some of these compounds in order of formula weight, low to high:
SMILES	aSyn rescue	D3 antag	DRD3 agonist	FUS yeast rescue	EPAC2 ag	EPAC2 antagonist	TDP43 rescue	Abeta rescue
Cc1cc(C)c(NC(=O)COc2ccc(-n3cnnn3)cc2)c(C)c1	-2.0%	18.7	0.9	.	2.0%	16.6%	-11.1%	8.8%
CCc1ccc(NC(=O)C2CCN(S(=O)(=O)c3cccs3)CC2)cc1	7.0%	0.5	3.3	26.0%	2.5%	?	4.3%	-10.5%
COc1ccc(CNC(=O)CN2C(=O)CSc3ccc(S(=O)(=O)N(C)C)cc32)cc1	.	.	-4.0	25.4%	.	.	10.1%	-12.0%

More records
SMILES	aSyn rescue	D3 antag	DRD3 agonist	FUS yeast rescue	EPAC2 ag	EPAC2 antagonist	TDP43 rescue	Abeta rescue
O=C(O)Cc1ccc2c(c1)Cc1cccnc1O2	?	13.7	3.5	-3.1%	0.1%	-9.6%	0.0%	9.7%
CCC(=O)N1CCc2cc(S(=O)(=O)CCC(=O)Nc3ccc(CC)cc3)ccc21	0.1%	19.7	1.4	10.8%	-8.5%	-1.2%	-2.3%	3.4%
CCN1CCN(C(=O)CCCn2c(C)c3cnn(-c4ccccc4)c(=O)c3c2C)CC1	-0.7%	-9.8	-7.3	-13.2%	-2.9%	-4.8%	10.3%	-4.7%
CCCc1nnc(NC(=O)CCC(=O)N2CCN(S(=O)(=O)c3ccc(OC)cc3)CC2)s1	5.8%	-2.0	-0.2	-14.4%	-0.8%	9.7%	-0.1%	1.4%
CC(C)(CCC(=S)N1CCOCC1)c1ccccc1	6.0%	9.4	0.4	-2.8%	9.0%	-21.8%	?	9.9%
COc1ccc(Nc2nc(-c3sc(N)nc3C)cs2)cc1	-11.4%	-8.8	-4.6	?	12.9%	9.4%	8.9%	-14.6%
c1ccc(N2CCN(c3nc(-c4ccccn4)nc4ccccc34)CC2)cc1	4.0%	-81.8*	-11.5	23.3%	-5.9%	-3.0%	?	23.3%
N#Cc1cc([N+](=O)[O-])ccc1N1CCN(c2ccccc2O)CC1	1.6%	-16.9	0.2	28.7%	9.7%	1.8%	2.9%	-0.5%
CC(C)n1ncc2c(C(=O)Nc3ccc(CC#N)cc3)cc(C3CC3)nc21	1.8%	15.6	4.5	-4.1%	-8.7%	-7.8%	22.2%	-3.7%
Cc1ccc(Cn2nnc(C(=O)Nc3ccc(F)c(F)c3)c2N)cc1	.	.	-16.6	9.7%	.	.	7.0%	-6.3%
NS(=O)(=O)c1ccc(CCNC(=O)C2CCCN(S(=O)(=O)c3cccnc3)C2)cc1 (stereo unspecified)	-1.1%	12.5	2.8	-16.9%	3.9%	2.8%	16.3%	6.6%
O=C(Nc1cccc(N=Cc2cc(Br)cc(Br)c2O)c1)c1ccco1	-21.2%	-61.1*	11.3	.	21.3%	?	?	-34.6%[inhibitor]
COc1cccc(N2CC(NC(=O)c3ccc(S(=O)(=O)N4CCCCC4)cc3)CC2=O)c1 (stereo unspecified)	.	.	-8.8	22.4%	.	.	5.8%	1.3%
Cc1ccc(OC(C)C(=O)N/N=C/c2ccccn2)cc1 (stereo unspecified)	-0.5%	1.7	-3.6	-6.9%	5.7%	-3.9%	-2.0%	-11.9%
O=C(Nc1ccccc1F)C1CCCN1S(=O)(=O)c1cccc2nsnc12 (stereo unspecified)	9.6%	11.8	3.7	-4.9%	0.9%	0.6%	12.1%	-4.0%
CN(C(=O)c1ccccn1)c1nnc(-c2cnccn2)s1	-7.3%	-21.5	-1.8	21.6%	11.6%	-1.2%	-3.0%	-15.9%
Cc1ccccc1COc1ccc(-c2nn[nH]n2)cc1	-6.5%	16.6	5.7	-27.9%	-1.8%	-9.7%	0.0%	-3.9%
Cc1cc(/C=C2\NC(=O)NC2=O)c(C)n1-c1ccc(N2CCOCC2)cc1	3.1%	-16.2	-6.2	?	13.5%	2.5%	-18.1%	-13.4%
Cc1ccccc1CN1CCCNC1=O	-12.4%	19.0	-32.4	2.6%	6.3%	10.6%	-13.2%	-8.6%
O=C(NCCc1ccccc1)c1ccc(CS(=O)Cc2cccc(Cl)c2)o1 (stereo unspecified)	-9.0%	-5.5	-2.5	16.2%	5.9%	-0.3%	-2.4%	-0.6%
O=C1/C(=C/c2ccc(O)cc2)CCc2ccc([N+](=O)[O-])cc21	-0.1%	-12.4	0.3	13.6%	4.6%	-2.6%	?	11.2%
COc1cc(/C=N/NC(=S)Nc2cccc(C(=O)O)c2)ccc1O	1.8%	-9.2	1.8	.	-5.3%	-2.4%	17.5%	-28.0%
O=C(Nc1ccc2oc(-c3ccccc3)nc2c1)c1ccco1	0.9%	4.7	27.4	.	-3.8%	11.5%	-24.9%	-11.1%
COCCNC(=O)Cc1cn(C)c2ccccc12	-1.6%	?	3.3	-24.6%	-7.9%	-0.4%	10.1%	15.7%
Cc1cc(=O)oc2cc(OCC(O)CN3CCN(c4ccccc4)CC3)ccc12 (stereo unspecified)	-1.9%	0.0	37.1*	-7.1%	6.3%	-9.1%	-10.0%	5.2%
The results go on.
SMILES	aSyn rescue	D3 antag	DRD3 agonist	FUS yeast rescue	EPAC2 ag	EPAC2 antagonist	TDP43 rescue	Abeta rescue
OCCC1CN(Cc2ccc(F)cc2Cl)CCN1CCc1ccccc1 (stereo unspecified)	-6.8%	-99.1*	-17.6	4.4%	3.5%	5.2%	-8.2%	0.9%
Cc1ccc(S(=O)(=O)N2CCN(C(=O)/C=C/c3ccco3)CC2)cc1	-3.3%	-5.9	-7.5	44.4%	7.1%	0.6%	15.1%	-6.8%
Cc1ccc(NC(=O)CSc2nnc(CCNC(=O)OC(C)(C)C)o2)c(C)c1	7.2%	6.5	-1.8	6.3%	6.9%	-1.3%[57.1 µM]	4.1%	6.7%
O=C(OCC(=O)N1CCCc2ccccc21)c1ccccc1NCCO	-1.2%	-4.4	1.1	0.8%	2.4%	0.7%	22.4%	15.0%
O=S(=O)(O)c1cnccc1Nc1cccc(C(F)(F)F)c1	1.4%	-2.5	3.8	-2.5%	4.2%	-1.4%	7.5%	8.9%
Cc1cc(C(=O)OCCN2C(=O)c3ccccc3C2=O)c2ccccc2n1	?	-16.1	13.1	15.8µM*	-1.3%	-14.5%	?	0.4%

An excerpt; the hit share may differ from the screen's.
